hgDAF12 agonist – agonists of H. glycines DAF-12 nuclear receptor. HEK293 GAL4-hgDAF12 UAS-luciferase reporter, agonist luminescence; normalized to butyrate control. activation, % at 6.8 µM. hit rate 1.8% among 370,000;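 active = activation above a cutoff set at the mean of all screened compounds plus 3 SD, cut at about 10% in these data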;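 note: 0% = DMSO wells and 100% = sodium butyrate wells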
SMARCA2 activ – increases SMARCA2 function in MMTV reporter cells | MG213 cells, MMTV-luciferase reporter, dexamethasone, overnight | activation, % at 9.1 µM | hit rate 1% among 370,000; in the data active = activation above about 7.8%;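 note: 0% = vehicle wells and 100% = reference activator wells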
KLK7 zymogen act – proKLK7 (human) activation, primary screen. activation, % at 7 µM. hit rate 0.9% among 370,000. AID 652039. purified proKLK7, EDANS-DABCYL substrate fluorescence; 100% is mature enzyme control, 0% vehicle;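 active = activation above the mean of all tested compounds plus 3 SD, computed per campaign excluding outliers beyond control limits, cut at about 13% in these data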
Target sequence (P49862 whole entry, looked up): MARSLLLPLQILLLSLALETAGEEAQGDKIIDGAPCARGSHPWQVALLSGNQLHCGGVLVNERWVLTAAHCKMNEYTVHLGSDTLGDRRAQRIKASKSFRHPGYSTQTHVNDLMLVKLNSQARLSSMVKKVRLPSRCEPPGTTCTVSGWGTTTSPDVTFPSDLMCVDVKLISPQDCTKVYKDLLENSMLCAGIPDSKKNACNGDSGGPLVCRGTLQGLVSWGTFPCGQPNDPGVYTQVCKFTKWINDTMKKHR
ssDAF-12 act – activators of S. stercoralis DAF-12 nuclear receptor. HEK293 ssDAF-12/GRIP1 lit1-tk-luc reporter, luminescence; % of 3 µM dafachronic acid response. AID 652126. hit rate 1% among 370,000. activation, % at 6.8 µM;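 active = activation above the mean over all tested compounds plus 3 SD, cut at about 0.9% in these data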;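 note: 0% = DMSO-only wells and 100% = 3 µM delta7-dafachronic acid wells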
GC-B act – GC-B (human) receptor activation. P20594. HEK293-GC-B cells, CNP EC30, cGMP TR-FRET; 0% at EC30 CNP, 100% saturating CNP. activation, % at 10 µM. hit rate 0.11% among 370,000. AID 1920062;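 active = activation at 10 µM reaching about 35% in either raw or pattern-adjusted values, limit read from the data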
FXN GAA850 act – frataxin GAA850 promoter activation; hit rate 0.56% among 360,000; AID 540364; HEK293 lucGAA850 FXN promoter luciferase reporter, 24 h; percent of 10 µM SAHA response; activation, % at 6 µM;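 active = activation above the average of all compounds screened plus 3 SD, cutoff fixed separately per campaign, cut at about 7.5% in these data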;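 note: 0% = DMSO wells and 100% = 10 µM SAHA wells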
DAX1 inh-1 – inhibitors of DAX1 repression of SF-1 activated StAR promoter | HEK293T StAR-luciferase reporter, SF-1/DAX-1 repression relief | inhibition, % at 6.8 µM | hit rate 1.1% among 370,000 | AID 652010;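 active = inhibition above the mean over all tested compounds plus 3 SD, cut at about 3.6% in these data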;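 note: 0% = DAX-1 cells with DMSO and 100% = cells lacking DAX-1 with DMSO; higher inhibition means more luminescence from relief of DAX-1 repression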
hcDAF12 agonist – activators of H. contortus DAF-12 nuclear receptor | activation, % at 6.8 µM | HEK293 hcDAF-12 lit1-tk-luc reporter, luminescence; 0% DMSO, 100% Δ7-dafachronic acid | hit rate 1.4% among 370,000;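 active = activation above the mean of all tested compounds plus 3 SD, cut at about 5.5% in these data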;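 note: 100% = response to 3 µM Δ7-dafachronic acid high control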
DAX1 inh-2 – NR0B1 (DAX1) inhibition. AID 504766. HEK293 Gal4-DAX1 luciferase reporter, luminescence. hit rate 0.99% among 340,000. inhibition, % at 6.75 µM. P51843;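 active = inhibition above the mean over all tested compounds plus 3 SD, cut at about 4.2% in these data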;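 note: 0% = DAX1-transfected cells with DMSO and 100% = empty-vector control cells with DMSO; inhibition shows as a rise in luminescence from relieved DAX1 repression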
Target sequence (P51843 207-470 limits assumed): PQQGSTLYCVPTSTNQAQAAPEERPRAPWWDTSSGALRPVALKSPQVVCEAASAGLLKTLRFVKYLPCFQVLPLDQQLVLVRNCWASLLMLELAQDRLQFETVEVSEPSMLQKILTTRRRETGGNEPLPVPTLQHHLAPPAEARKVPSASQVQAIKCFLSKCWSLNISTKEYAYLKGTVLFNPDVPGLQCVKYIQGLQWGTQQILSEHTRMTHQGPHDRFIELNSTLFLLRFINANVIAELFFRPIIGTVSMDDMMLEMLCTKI
NPR1 activator – GC-A (human) enzyme activation | P16066 | HEK293 GC-A cells, cGMP TR-FRET, EC30 ANP; 0% at EC30 ANP, 100% saturating ANP | activation, % at 10 µM | hit rate 0.14% among 370,000 | AID 1671463; in the data active = activation above about 40%
sPLA2-III inh – Inhibits HGIII-sPLA2 liposome hydrolysis, primary screen | QFRET BODIPY PC-A2 liposome hydrolysis, fluorescence | inhibition, % at 12.2 µM | hit rate 0.56% among 370,000 | AID 743126;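 active = inhibition above mean plus 3 SD of compounds lying within the high and low control bounds, cut at about 19% in these data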;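 note: 0% = median of test compound wells and 100% = no enzyme DMSO wells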
Target sequence (Q9NZ20 whole entry, looked up): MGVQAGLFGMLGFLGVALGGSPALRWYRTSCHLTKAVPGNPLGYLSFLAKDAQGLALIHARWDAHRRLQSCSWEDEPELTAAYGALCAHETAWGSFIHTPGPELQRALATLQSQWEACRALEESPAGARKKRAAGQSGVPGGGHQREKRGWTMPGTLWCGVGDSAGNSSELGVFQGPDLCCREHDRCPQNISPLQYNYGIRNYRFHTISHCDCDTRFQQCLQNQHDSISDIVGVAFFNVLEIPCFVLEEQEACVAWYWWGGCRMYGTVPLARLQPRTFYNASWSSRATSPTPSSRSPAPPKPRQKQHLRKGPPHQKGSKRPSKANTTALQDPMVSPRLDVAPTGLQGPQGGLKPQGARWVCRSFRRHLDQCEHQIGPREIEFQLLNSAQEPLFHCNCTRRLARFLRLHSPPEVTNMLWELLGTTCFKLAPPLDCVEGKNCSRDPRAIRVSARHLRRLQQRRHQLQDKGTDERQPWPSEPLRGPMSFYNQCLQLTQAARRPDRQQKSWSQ
Numbers without * were called inactive; x = no result given.

Molecule	NPR1 activator	DAX1 inh-2	SMARCA2 activ	hcDAF12 agonist	FXN GAA850 act	GC-B act	sPLA2-III inh	DAX1 inh-1	ssDAF-12 act	hgDAF12 agonist	KLK7 zymogen act
Cc1cccc(N(C(=O)c2csnn2)C(C(=O)NC2CCCCC2)c2ccccn2)c1C (configuration not stated)	0	2.0	-2	-3.1	2.6	2	-5	-0.1	-1.1	-0.7	-0.6
CCCCc1c(C)nc2ccc(OC)cc2c1SCCC(=O)O	0	0.9	-3	0.4	-1.8	-8	3	0.0	0.1	-4.4	0.4
CCOc1ccc(Br)cc1C(=O)N/N=C/c1ccc([N+](=O)[O-])cc1	-1	2.0	-2	-1.7	-0.7	-4	0	0.3	-0.5	-0.5	-0.5
O=C(OCc1ccc([N+](=O)[O-])cc1)c1cc2ccccc2oc1=O	1	1.1	-3	3.9	1.2	-13	7	0.1	-0.3	-0.8	-1.0
CCCNC(=O)C1(C)CCCN(C(=O)c2cccnc2Oc2ccccc2)C1 (configuration not stated)	3	x	0	0.1	0.5	2	7	0.6	-1.6	-2.4	-0.1
CC1CCCN(S(=O)(=O)c2ccc(S(=O)(=O)N3CCCC3)cc2)C1 (configuration not stated)	0	0.7	2	-0.8	-2.7	3	1	-0.1	-1.0	-2.6	0.0
CCOc1ccccc1Oc1cn[nH]c1-c1ccc(OC)cc1O	-6	-0.7	-1	-1.4	-1.9	-27	-60	-0.2	-1.6	-1.3	0.1
CCC(=O)Nc1cccc(-c2cn3cccc(C)c3n2)c1	-5	x	0	0.7	1.8	1	16	-0.1	-1.4	-1.1	-1.6
Cn1c(N)c(N=O)c(=O)n(C)c1=O	2	2.9	-2	-0.2	-1.0	1	-3	0.3	-1.0	-0.2	-0.1
COC(=O)[C@]1(C)N[C@H](CN(C)S(=O)(=O)c2ccc(-c3ccccc3)cc2)[C@@H]2C(=O)N(Cc3ccccc3)C(=O)[C@@H]21	-1	0.4	-1	-0.7	5.0	-2	-3	-0.4	-0.8	1.8	0.6
CCc1ccc(NC(=O)COn2nnc3ccc(S(=O)(=O)N(C)C)cc32)cc1	1	-0.5	-2	-0.9	1.0	-1	-16	-1.9	-1.1	0.5	0.1
N#Cc1cnn(-c2ccc(F)cc2)c1N	2	1.9	-2	1.1	1.5	-4	-4	-0.2	-1.7	-0.9	0.6
Cc1nn(CCN)c(C)c1Cl	2	-0.7	-2	3.4	0.9	3	15	-0.1	-1.5	-0.8	0.3
CCOc1ccc(S(=O)(=O)N2CCN(S(=O)(=O)c3ccc(OCC)cc3)C(C)C2)cc1 (configuration not stated)	6	0.5	2	-0.2	0.6	1	-2	-0.4	-0.9	-0.5	0.3
Cc1cccc(NC(=O)c2ccc(NS(=O)(=O)c3cccc4cccnc34)cc2)c1	-46	-1.4	-3	-0.4	0.2	-28	-25	0.0	-1.3	1.2	0.2
COC(=O)c1ccc(CNC(=O)Cn2nnnc2CN(C)C(C)C)cc1	1	-0.6	-3	-0.4	0.5	3	1	0.5	-1.3	0.1	-0.7
CCCCn1nc(C(=O)NCc2ccccc2CN2CCCC2)c2ccccc2c1=O	-1	0.2	-3	-1.5	-1.9	-5	9	0.3	-1.3	3.1	-0.4
O=C(Nc1ccncc1)c1cc(-c2ccccc2)nc2ccccc12	-5	-1.0	1	-0.5	-0.8	-1	2	-1.3	-0.1	3.3	0.1
COc1ccc(C(=O)O)cc1F	4	0.0	3	-0.5	1.6	3	8	0.2	-0.6	1.1	-0.7
COc1ccc(Cl)cc1NS(=O)(=O)c1cccc(C(=O)NCC(C)(C)N2CCOCC2)c1	1	0.2	-2	0.1	-0.1	-1	-5	1.3	-0.8	0.6	0.5

4 compounds drawn at random from those above:
Molecule	NPR1 activator	DAX1 inh-2	SMARCA2 activ	hcDAF12 agonist	FXN GAA850 act	GC-B act	sPLA2-III inh	DAX1 inh-1	ssDAF-12 act	hgDAF12 agonist	KLK7 zymogen act
CCCNC(=O)C1(C)CCCN(C(=O)c2cccnc2Oc2ccccc2)C1 (configuration not stated)	3	x	0	0.1	0.5	2	7	0.6	-1.6	-2.4	-0.1
Cc1nn(CCN)c(C)c1Cl	2	-0.7	-2	3.4	0.9	3	15	-0.1	-1.5	-0.8	0.3
Cn1c(N)c(N=O)c(=O)n(C)c1=O	2	2.9	-2	-0.2	-1.0	1	-3	0.3	-1.0	-0.2	-0.1
COC(=O)[C@]1(C)N[C@H](CN(C)S(=O)(=O)c2ccc(-c3ccccc3)cc2)[C@@H]2C(=O)N(Cc3ccccc3)C(=O)[C@@H]21	-1	0.4	-1	-0.7	5.0	-2	-3	-0.4	-0.8	1.8	0.6

Next part
Molecule	NPR1 activator	DAX1 inh-2	SMARCA2 activ	hcDAF12 agonist	FXN GAA850 act	GC-B act	sPLA2-III inh	DAX1 inh-1	ssDAF-12 act	hgDAF12 agonist	KLK7 zymogen act
COc1ccc(-c2cc(=O)oc3cc(OC(C)C(=O)NCCCn4ccnc4)ccc23)cc1 (configuration not stated)	4	-1.2	0	-4.7	0.3	0	-8	-1.6	-0.7	0.1	1.2
C[C@H]1CN=C(Nc2ccccc2)N1CC1CCCCCC1	-2	1.8	1	-1.5	1.0	-6	4	0.1	-1.1	-0.1	0.0
CC(C(=O)Nc1ccc(C#N)cc1)N(C)CC(=O)Nc1cccc(F)c1 (configuration not stated)	1	-0.4	-3	-0.6	0.5	2	-3	0.5	-1.0	-1.2	-0.3
CC1CCN(S(=O)(=O)c2ccc3[nH]c(=O)[nH]c3c2)CC1	1	0.6	0	-0.7	1.3	-1	-11	0.5	-1.3	0.2	-0.4
CCN(CC)c1ccc(NC(=O)OC)cc1	-5	0.7	-2	-2.3	2.2	6	15	-0.2	-0.5	-0.6	-0.3
OCc1nc2ccccc2n1Cc1ccc(Cl)cc1	8	-0.3	-3	0.5	-2.9	-2	2	-0.5	-1.0	-0.5	-0.6
Cc1ccc(C(=O)NCC(=O)NCC(c2cccs2)N2CCOCC2)cc1C (configuration not stated)	-4	-0.1	0	4.6	2.2	-5	-6	0.2	-0.8	-1.4	-0.7
O=C(C1CCCN(S(=O)(=O)c2ccc(F)cc2)C1)N1CCCCC1 (configuration not stated)	3	-0.1	-2	0.3	-0.5	7	-1	-0.4	-0.9	-0.3	-0.4
COc1ccccc1C1N=C(c2ccccc2C)NO1 (configuration not stated)	3	0.3	4	2.3	5.7	6	9	1.2	-0.2	10*	-0.6
COc1ccccc1CNC(=O)COC(=O)c1ccc(N2CCCC2=O)cc1	-4	0.1	1	-0.7	0.4	0	0	-0.1	-1.3	0.3	0.0
O=C(c1ccccc1)c1ccc2nc(Nc3ccccc3)c3nncn3c2c1	-3	-0.9	3	-2.5	-0.6	7	-2	-1.3	-1.3	-2.2	-0.3
CCOc1c2ccc(C(=O)NCCc3ccc(C)cc3)cc2nn1CC	5	-0.5	0	2.0	-1.8	4	-4	-0.3	-1.3	0.3	-8.3
Cc1ccc2nc(-c3ccncc3)cc(C(=O)NCCc3ccc(F)cc3)c2c1	-5	1.6	0	-0.4	2.8	0	-3	-0.7	-1.9	4.3	-1.2
Cc1nnc(NCCc2ccccc2)[nH]c1=O	4	-0.7	-1	-0.7	2.6	0	-2	0.1	-1.1	0.2	-0.6
Cc1cccc[n+]1CC(=O)Nc1cccc([N+](=O)[O-])c1	4	-1.3	1	-0.4	2.4	-3	-7	0.2	0.5	2.3	-0.3
Cc1cccc(C)c1NC(=O)CSc1ncnc2[nH]ncc12	0	1.7	-5	-1.1	1.3	2	4	-0.8	-1.1	1.6	0.4
S=C(Nc1ccc(Nc2ccccc2)cc1)N1CCN(c2ncccn2)CC1	-2	0.1	-2	0.3	2.5	1	1	0.3	-1.0	0.3	0.3
COC(=O)c1ccc(CN2C(=O)NC3(CCC(C)CC3)C2=O)o1 (configuration not stated)	-2	1.1	-1	-0.3	1.0	-2	0	0.7	-0.3	-0.2	0.2
Cc1ccccc1C1C(C#N)=C2N=C(N)c3c(sc4c3CCCCC4)N2C2=C1C(=O)CC(C)(C)C2 (configuration not stated)	10	0.1	-1	-2.5	-1.2	-1	-8	1.0	-1.3	-0.6	0.5
Cc1ccc(S(=O)(=O)N2CCOCC2)cc1NC(=O)c1cc([N+](=O)[O-])ccc1N1CCOCC1	-1	0.1	-2	-2.4	3.3	12	2	0.8	-1.0	-1.1	-0.1

Further results:
Molecule	NPR1 activator	DAX1 inh-2	SMARCA2 activ	hcDAF12 agonist	FXN GAA850 act	GC-B act	sPLA2-III inh	DAX1 inh-1	ssDAF-12 act	hgDAF12 agonist	KLK7 zymogen act
CCN=C(Nc1ccc2c(c1)OCO2)SC1CC(=O)N(c2ccccc2F)C1=O (configuration not stated)	-1	-1.0	0	-2.1	0.8	-3	-5	-0.2	-1.4	-1.3	-0.2
CCCc1n[nH]c(=O)c2c1nnn2Cc1ccccc1F	12	-0.1	1	-0.6	3.5	10	-8	-0.6	-1.3	-0.4	-0.1
NC(=O)c1c(NC(=O)c2ccc(N3C(=O)CCC3=O)cc2)sc2c1CCCC2	-3	-0.3	-1	-0.7	0.1	1	-1	-0.7	-0.8	-3.8	3.2
COCCCNC(=O)Cn1nc(Cc2ccncc2)c2ccccc2c1=O	4	x	-2	2.5	x	2	0	-0.2	-1.1	-0.4	0.4
O=C(CCCN1C(=O)c2cccnc2Oc2ccc(Cl)cc21)N1CCCCC1	-11	0.8	0	1.8	0.9	-11	1	0.9	-1.1	-2.1	-0.5
Cc1cccc(Nc2cc(C)c3c(O)cccc3n2)c1C	-4	-0.6	-2	-0.4	-1.4	0	5	-0.2	0.1	9.2	-0.4
COc1ccc(NC(=O)NCCCCc2ccccc2)cc1OC	2	-0.6	-2	-1.8	1.7	0	5	-2.0	-1.4	-0.6	-0.2
CCN(CC(=O)Nc1cc(Cl)ccc1C)C(=O)CCOc1ccc(C)cc1	-3	0.0	-1	-2.2	-1.3	-3	3	-0.8	-0.8	0.5	0.5
Cc1nn(Cc2ccccc2)c(C)c1C(=O)OCC(=O)c1cc(C)n(CC(F)(F)F)c1C	-3	-1.3	-3	-2.5	0.6	8	-21	0.1	-1.5	-1.1	0.5
Cc1cccc(NC(=O)CCCN2C(=O)C3CC=CCC3C2=O)c1 (configuration not stated)	4	0.1	0	-0.5	1.0	-2	7	1.3	-1.2	-1.6	-0.4
Cc1cc(C)nc(Nc2nc(C(N)Cc3ccc(F)cc3)cs2)n1 (configuration not stated)	-16	x	-2	-0.5	-5.0	-15	-1	1.6	-1.1	5.9	-0.3
CCc1cc(C(=O)Nc2ncccc2O)sc1C	-1	-1.3	3	6.4*	1.0	-3	-6	20*	0.6	20*	0.2
Cc1nc2ccc(Nc3ccncc3)cc2s1	-1	1.1	0	-0.2	0.3	-3	-5	0.5	-1.5	-1.7	-0.1
CC1CCN(c2ccc(N3C(=O)C4CCCCC4C3=O)cc2[N+](=O)[O-])CC1 (configuration not stated)	5	0.0	-3	1.6	1.7	10	3	0.5	-0.7	-1.5	-0.2
NC(=O)C1CCN(c2oc(-c3cccs3)nc2S(=O)(=O)c2ccc(Br)cc2)CC1	0	0.1	-2	-0.1	-0.4	0	3	0.4	0.2	-2.3	0.3

High-throughput results from PubChem BioAssay.
